# Compound activity deposited in PubChem by Vanderbilt High Throughput Screening Facility.
# GluA2 TARP mod: modulates AMPAR-stargazin complexes; O88602+P19491; HEK293 GluA2+stargazin, membrane potential dye (FDSS), glutamate EC50; hits were called plate by plate, in both directions; calls only at 30 µM; 3.5% of 40,000 active;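 active means any of four per-well response measures lying three or more SD from its plate-wide compound average, in either direction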
# GluA2 TARP mod agonism max-min: second read-out of GluA2 TARP mod, no call of its own (marks repeat the call); compound max-min signal; compound-alone response (agonism);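 unitless range of fluorescence divided by baseline over first 100 seconds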
# GluA2 TARP mod glutamate slope: further read-out of GluA2 TARP mod, marked with its call; glutamate slope, % of max; measured here: glutamate response slope, % max;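 scaled per plate between vehicle wells and maximal 1 mM glutamate control wells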
# * marks the source's active call; other numbers are inactive results; i = inactive; + = active, no number. Only part of the results is shown, so the mix of outcomes need not match the whole.
GluA2 TARP mod,compound,GluA2 TARP mod agonism max-min,GluA2 TARP mod glutamate slope
i,COc1ccc(-c2cc(C(=O)NCc3ccco3)c3c(C)nn(C4CCS(=O)(=O)C4)c3n2)cc1 (centres undefined),0.11,56
i,Cc1cccc(C)c1OCC(O)Cn1c(C2CC2)nc2ccccc21 (centres undefined),0.057,67
i,CC(C)S(=O)(=O)c1ccc(CC(=O)NCC2CCN(C(=O)c3cc4ccccc4o3)CC2)cc1,0.046,41
i,O=C(Oc1ccccc1)N1CCC(CNS(=O)(=O)Cc2ccccc2)CC1,0.092,55
i,COc1cccc2cc(C(=O)NCC3CCN(S(=O)(=O)C4CC4)CC3)oc12,0.058,49
i,O=C1OC2CC1N(S(=O)(=O)c1cccs1)C2 (centres undefined),0.12,53
i,CCCSc1nccc(=O)[nH]1,0.067,33
i,COc1ccc(S(=O)(=O)NCCNc2nc(C)cc(N(C)C)n2)cc1Cl,0.13,61
i,CC(C)S(=O)(=O)c1ccc(C(=O)Nc2sc3c(c2C#N)CCCC3)cc1,0.095,62
i,O=C(CN1CCC(c2nnc(-c3ccc(F)cc3)o2)CC1)N1CCOCC1,0.11,62
+,CCCCSc1ccnc2c1c(=O)n(C)c(=O)n2C,0.15*,49*
i,CC(C)Cn1c(=O)c2nscc2n(CC(=O)NCc2ccc3c(c2)OCO3)c1=O,0.072,57
i,COc1ccc(N2C(=O)CN(CCc3ccccc3F)C3CS(=O)(=O)CC32)cc1 (centres undefined),0.094,64
i,Cn1nc(-c2ccc(NS(=O)(=O)c3cccc([N+](=O)[O-])c3)cc2)ccc1=O,0.058,56
i,COc1cccc(CNC(=O)C(=O)Nc2ccc(N3CCCS3(=O)=O)cc2)c1,0.034,56
i,COc1ccc(CNC(=O)CCCCn2c(=O)[nH]c3ccccc3c2=O)cc1,0.069,55
i,Cc1cccc(Cn2c(C3CC(=O)N(c4ccc(F)cc4)C3)nc3ccccc32)c1 (centres undefined),0.12,72
i,CCCNc1nc2c(c(=O)[nH]c(=O)n2C)n1CC(=O)c1ccccc1,0.046,47
i,COc1cccc(CNC(=O)Cn2c(-c3ccc(F)cc3)ncc(C#N)c2=O)c1,0.1,45
i,COc1ccc(CCNC(=O)c2cc(=O)c(OC)co2)cc1OC,0.11,51
i,O=S(=O)(c1ccccc1C(F)(F)F)N1CCN(c2ccc(-c3cccnc3)nn2)CC1,0.1,35
i,O=C(/C=C/c1ccccc1)N1CCC(c2ccsc2)CC1,0.11,70
i,COc1ccc(-c2nc(COC(=O)c3nnn(-c4ccc(F)cc4)c3C)c(C)o2)c(OC)c1,0.031,73
i,O=C(CN1C(=O)c2ccccc2S1(=O)=O)Nc1ccccc1Cl,0.11,53
i,COc1ccc(CNC(=O)Nc2ccc3c(c2)CCC(=O)N3CCC(C)C)cc1OC,0.064,40
i,COC(=O)c1ccccc1NC(=O)Cc1cc(-c2ccc3c(c2)OCO3)on1,0.044,28
i,COc1ccccc1N1CCN(CCNC(=O)C2CCCCC2)CC1,0.069,55
i,COc1ccc(Oc2coc3c4c(ccc3c2=O)OCN(C2CC2)C4)cc1,0.036,27
i,COc1ccc(C(=O)CSc2n[nH]c(C)n2)cc1,0.058,36
i,CC(C)NC(=O)CCCCn1c(=O)c2ccccc2n(CC(=O)NCc2ccc3c(c2)OCO3)c1=O,0.027,54

# Structures shown so far containing an aryl thioether with sulfur outside any ring:
GluA2 TARP mod,compound,GluA2 TARP mod agonism max-min,GluA2 TARP mod glutamate slope
i,CCCSc1nccc(=O)[nH]1,0.067,33
+,CCCCSc1ccnc2c1c(=O)n(C)c(=O)n2C,0.15*,49*
i,COc1ccc(C(=O)CSc2n[nH]c(C)n2)cc1,0.058,36

# Next part:
GluA2 TARP mod,compound,GluA2 TARP mod agonism max-min,GluA2 TARP mod glutamate slope
i,Cn1cccc1C(O)CNC(=O)c1cc(-c2ccccc2)on1 (centres undefined),0.097,73
i,O=C(Cn1nc(-c2ccco2)c2sc(N3CCCCC3)nc2c1=O)NCc1ccccc1Cl,0.071,62
i,CN1C(=O)CC(N2CCN(c3ccc(F)cc3)CC2)C1=O (centres undefined),0.11,56
i,CCCc1nnc(NC(=O)Cn2c3c(c(=O)n(C4CCCCC4)c2=O)CCC3)s1,0.16,59
i,CCOC(=O)C1=CN(c2cc(C)ccc2C)C=C(C(=O)OCC)C1c1cccc(C)c1,0.073,34
i,C/C=C/COc1ccccc1-n1c(C)cn2c3c(=O)n(C)c(=O)n(C)c3nc12,0.054,35
i,CCc1ccc(Cc2cnc(N3C(=N)SC(C)C3=O)s2)cc1 (centres undefined),0.12,54
i,CC(=O)c1cccc(NC(=O)CSc2nc(=O)n(N3CCN(C)CC3)c3c2CCC3)c1,0.15,58
i,CCc1nc(C(N)=O)c2[nH]c(=O)n(-c3ccccc3F)c2n1,0.041,61
i,Cc1ccccc1OCC(=O)NCC1CCN(c2ncccn2)CC1,0.076,57
i,COc1ccc(-c2ccc(=O)n(CCCNC(=O)Cc3ccc(F)cc3)n2)cc1,0.089,61
i,CCCCCCc1nc(C(N)=O)c2[nH]c(=O)n(-c3ccc(OC)c(OC)c3)c2n1,0.047,65

# An excerpt of these results, with two lines to a compound:
# Every second line gives: GluA2 TARP mod | GluA2 TARP mod agonism max-min | GluA2 TARP mod glutamate slope
- COC(=O)c1ccccc1NC(=O)Cc1cc(-c2ccc3c(c2)OCO3)on1
→ i | 0.044 | 28
- COc1ccccc1N1CCN(CCNC(=O)C2CCCCC2)CC1
→ i | 0.069 | 55
- COc1ccc(Oc2coc3c4c(ccc3c2=O)OCN(C2CC2)C4)cc1
→ i | 0.036 | 27
- COc1ccc(C(=O)CSc2n[nH]c(C)n2)cc1
→ i | 0.058 | 36
- CC(C)NC(=O)CCCCn1c(=O)c2ccccc2n(CC(=O)NCc2ccc3c(c2)OCO3)c1=O
→ i | 0.027 | 54
- Cn1cccc1C(O)CNC(=O)c1cc(-c2ccccc2)on1 (centres undefined)
→ i | 0.097 | 73
- O=C(Cn1nc(-c2ccco2)c2sc(N3CCCCC3)nc2c1=O)NCc1ccccc1Cl
→ i | 0.071 | 62
- CN1C(=O)CC(N2CCN(c3ccc(F)cc3)CC2)C1=O (centres undefined)
→ i | 0.11 | 56
- CCCc1nnc(NC(=O)Cn2c3c(c(=O)n(C4CCCCC4)c2=O)CCC3)s1
→ i | 0.16 | 59
- CCOC(=O)C1=CN(c2cc(C)ccc2C)C=C(C(=O)OCC)C1c1cccc(C)c1
→ i | 0.073 | 34
- C/C=C/COc1ccccc1-n1c(C)cn2c3c(=O)n(C)c(=O)n(C)c3nc12
→ i | 0.054 | 35
- CCc1ccc(Cc2cnc(N3C(=N)SC(C)C3=O)s2)cc1 (centres undefined)
→ i | 0.12 | 54
- CC(=O)c1cccc(NC(=O)CSc2nc(=O)n(N3CCN(C)CC3)c3c2CCC3)c1
→ i | 0.15 | 58
- CCc1nc(C(N)=O)c2[nH]c(=O)n(-c3ccccc3F)c2n1
→ i | 0.041 | 61
- Cc1ccccc1OCC(=O)NCC1CCN(c2ncccn2)CC1
→ i | 0.076 | 57
- COc1ccc(-c2ccc(=O)n(CCCNC(=O)Cc3ccc(F)cc3)n2)cc1
→ i | 0.089 | 61
- CCCCCCc1nc(C(N)=O)c2[nH]c(=O)n(-c3ccc(OC)c(OC)c3)c2n1
→ i | 0.047 | 65
